Source: PubChem (Sanford-Burnham Center for Chemical Genomics)
SENP1 inh – human SENP1 catalytic domain inhibitors, primary screen, biochemical, FRET, uHTS; inhibition, % at 10 µM; 360,000 compounds, 0.21% hits; recombinant SENP1 catalytic domain, CyPet-SUMO1-YPet FRET cleavage; Sentrin-specific protease 1 (Homo sapiens), Q9P0U3;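 active means inhibition at least 30% at 10 µM, raw YFP signal under a set limit, fluorescence ratio 0.5 to 1.5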;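 further: 0% = enzyme with DMSO and 100% = no enzyme wells; some results filed as inactive read as strong as hits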
Target sequence (Q9P0U3 419-644 limits assumed): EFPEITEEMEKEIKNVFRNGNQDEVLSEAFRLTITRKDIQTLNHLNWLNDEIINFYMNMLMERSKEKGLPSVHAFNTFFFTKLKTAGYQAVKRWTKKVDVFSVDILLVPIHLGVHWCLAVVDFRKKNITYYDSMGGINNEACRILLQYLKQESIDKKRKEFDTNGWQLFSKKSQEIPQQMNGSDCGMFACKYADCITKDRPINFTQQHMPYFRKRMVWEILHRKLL
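Test system: human SENP1 catalytic domain; medium: Tris pH 8 buffer plus EDTA, NaCl, BME, BSA, NP40, catalase; incubation: 50 min reaction at room temperature; technique: FRET, CFP and YFP emission; controls: no-enzyme low control and enzyme-plus-DMSO high control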
MPTP inh – mitochondrial permeability transition pore inhibitors, primary screen, biochemical, isolated mouse mitochondria, absorbance; 360,000 compounds, 1.4% hits; inhibition, % at 10 µM; Ca2+ swelling absorbance, 30 min;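 active means inhibition of 50% or more, scaled per plate between neutral and stimulator controls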;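 further: 0% = DMSO wells given calcium and 100% = 1 mM EGTA wells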
PfG6PD inh – PfG6PD enzyme inhibitors, primary screen, biochemical, fluorescence intensity, uHTS; inhibition, % at 20 µM; 350,000 compounds, 0.78% hits; AID 504690, 2011; glucose-6-phosphate dehydrogenase-6-phosphogluconolactonase (Plasmodium falciparum 3D7); PfGluPho enzyme, NADPH resazurin-diaphorase fluorescence;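 active means inhibition reaching at least a set limit at 20 µM in the primary screen, cut at about 59% in these data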;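 further: 0% = DMSO wells with substrate and 100% = DMSO wells lacking glucose-6-phosphate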
hIAP activ – human IAP activators, primary screen, biochemical, luminescence, uHTS; purified human IAP, CDP-Star luminescence, 30 min; hits give high values; 1 = vehicle-only enzyme, 0 = enzyme-free background; activation factor at 10 µM; 330,000 compounds, 0.16% hits; AID 2524, 2010;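 active means activation factor of the enzyme at least 2-fold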; further: the source names both 10 and 20 µM as test concentration; values of inactives mirror those of a sister screen read the other way
SENP8 block – human SENP8 protease inhibitors, primary screen, biochemical, fluorescence, Nedd8 protein substrate, uHTS; Sentrin-specific protease 8 (Homo sapiens), Q96LD8; recombinant SENP8; inhibition, % at 20 µM; 360,000 compounds, 0.64% hits; in the data active means inhibition mostly above about 40%, no sharp cut-off; inactive means mostly below about 27%
Target sequence (Q96LD8 whole entry, looked up): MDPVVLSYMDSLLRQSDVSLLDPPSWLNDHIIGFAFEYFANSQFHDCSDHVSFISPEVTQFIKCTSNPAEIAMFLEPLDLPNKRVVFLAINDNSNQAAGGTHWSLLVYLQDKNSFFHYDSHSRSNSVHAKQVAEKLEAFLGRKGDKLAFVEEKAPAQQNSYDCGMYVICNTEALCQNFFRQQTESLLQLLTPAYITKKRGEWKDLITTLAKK
GRIN3A LBD mod – binders of NR3A ligand-binding domain, primary screen, biophysical, differential scanning fluorimetry, uHTS; NR3A LBD differential scanning fluorimetry, Tm shift; 0% = protein alone, 100% = glycine-bound protein; Tm shift relative to glycine control, % at 25 µM; 340,000 compounds, 2.5% hits;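 active means melting temperature shift of at least 10% of the positive control shift, at one fixed dose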
SENP6 block – SENP6 protease inhibitors, primary screen, biochemical, luminescence, uHTS; Recombinant SENP6 catalytic domain, aminoluciferin luminescence; 330,000 compounds, 1.8% hits; Sentrin-specific protease 6 (Homo sapiens), Q9GZR1; inhibition, % at 10 µM;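 active means inhibition above about 50% at the single tested dose, limit read from the data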;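 further: plate controls were DMSO wells with enzyme for no effect and DMSO wells lacking enzyme for full effect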
Target sequence (Q9GZR1 628-1112 limits assumed): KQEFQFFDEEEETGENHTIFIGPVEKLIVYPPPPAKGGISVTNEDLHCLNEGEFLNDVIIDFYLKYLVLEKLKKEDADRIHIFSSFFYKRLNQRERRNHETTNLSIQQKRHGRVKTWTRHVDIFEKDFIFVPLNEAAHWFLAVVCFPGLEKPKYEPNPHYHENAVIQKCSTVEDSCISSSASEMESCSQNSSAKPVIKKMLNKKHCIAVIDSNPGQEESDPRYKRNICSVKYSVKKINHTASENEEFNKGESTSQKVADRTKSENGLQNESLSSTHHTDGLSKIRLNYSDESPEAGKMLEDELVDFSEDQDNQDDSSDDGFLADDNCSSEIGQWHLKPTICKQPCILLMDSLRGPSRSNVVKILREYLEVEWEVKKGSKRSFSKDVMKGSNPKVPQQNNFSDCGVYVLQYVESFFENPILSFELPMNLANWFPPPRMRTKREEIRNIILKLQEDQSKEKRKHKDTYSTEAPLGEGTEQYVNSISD
ATG4B inh – ATG4B protease inhibitors, primary screen, biochemical, fluorescence, uHTS; Cysteine protease ATG4B (Homo sapiens), Q9Y4P1; ATG4B cleavage of LC3-PLA2, NBD-HPC fluorescence, 1 h; inhibition, % at 8.33 µM; 340,000 compounds, 0.51% hits; in the data active means inhibition above about 40%
* hit, by the source's call; . = no result given.

cpd	Molecule	SENP8 block	PfG6PD inh	GRIN3A LBD mod	SENP1 inh
1	COc1ccc(CNC(=O)COC(=O)c2ccc(C(=O)c3ccccc3)cc2)cc1	9	-7	-2	2
2	COc1ccc(S(=O)(=O)N2CCN(Cc3cccc(OC)c3OC)CC2)cc1	24	-9	0	2
3	CC(C)OCCCNC(=O)c1ccc(NC(=O)C2CCCO2)cc1 (configuration not stated)	15	13	-2	1
4	Clc1nc(N2CCOCC2)ncc1Br	6	0	-1	2
5	Cc1ccccc1NC(=S)N1CCC(NC(=O)c2ccco2)CC1	3	-14	0	3
6	COC(=O)CC1Oc2ccccc2N(Cc2ccc(C)cc2)C1=O (configuration not stated)	2	-7	-3	2
7	c1ccc(OCc2nn3c(-c4ccco4)nnc3s2)cc1	7	13	-1	-1
8	COc1ccc(-c2[nH]nc3c2C(c2ccc(OC(=O)N4CCOCC4)cc2)C(C#N)=C(N)O3)cc1 (configuration not stated)	.	2	-1	.
9	O=C(CN(C(=O)c1csnn1)c1ccccc1C(F)(F)F)NC1CCCCC1	0	-5	0	5
10	N=C1S/C(=C\c2cccc3ccccc23)C(=O)N1c1ccc(F)cc1	-5	-38	11*	0

cpd	ATG4B inh	SENP6 block	hIAP activ	MPTP inh
1	-6	7	0.96	-0.1
2	1	-6	0.76	0.7
3	3	-19	1	0.6
4	-5	4	1	1.0
5	0	-15	0.96	-4.7
6	-2	6	0.89	1.4
7	4	-5	1.5	2.2
8	42*	-5	1.1	.
9	-2	-8	1.1	-0.8
10	39	-22	0.93	94*

A different layout for some results above:
Sequence of screens: SENP8 block	PfG6PD inh	GRIN3A LBD mod	SENP1 inh	ATG4B inh	SENP6 block	hIAP activ	MPTP inh
(2) COc1ccc(S(=O)(=O)N2CCN(Cc3cccc(OC)c3OC)CC2)cc1
    24	-9	0	2	1	-6	0.76	0.7
(3) CC(C)OCCCNC(=O)c1ccc(NC(=O)C2CCCO2)cc1 (configuration not stated)
    15	13	-2	1	3	-19	1	0.6
(4) Clc1nc(N2CCOCC2)ncc1Br
    6	0	-1	2	-5	4	1	1.0
(5) Cc1ccccc1NC(=S)N1CCC(NC(=O)c2ccco2)CC1
    3	-14	0	3	0	-15	0.96	-4.7
(6) COC(=O)CC1Oc2ccccc2N(Cc2ccc(C)cc2)C1=O (configuration not stated)
    2	-7	-3	2	-2	6	0.89	1.4
(7) c1ccc(OCc2nn3c(-c4ccco4)nnc3s2)cc1
    7	13	-1	-1	4	-5	1.5	2.2
(8) COc1ccc(-c2[nH]nc3c2C(c2ccc(OC(=O)N4CCOCC4)cc2)C(C#N)=C(N)O3)cc1 (configuration not stated)
    .	2	-1	.	42*	-5	1.1	.

Next part
cpd	Molecule	SENP8 block	PfG6PD inh	GRIN3A LBD mod	SENP1 inh
11	CCOc1ccc(C(CC(=O)O)n2cnnn2)cc1 (configuration not stated)	5	8	0	2
12	CCOC(=O)C1CCN(Cc2ccc(-c3ccccc3)cc2)CC1	11	13	-1	0
13	c1ccc(CNc2ncn[nH]2)cc1	7	-11	.	0
14	CC(=O)NS(=O)(=O)c1ccc(NC(=S)NC(=O)C2CCC2)cc1	9	-3	1	2
15	CCCCN(C(=O)c1cc2c(s1)CCC2)c1c(N)n(CCC)c(=O)[nH]c1=O	-27	-2	0	-6
16	COc1ccccc1N(Cc1cc2cccc(C)c2[nH]c1=O)C(=O)C(C)C	-37	-6	-1	1
17	N#Cc1c(N)n(-c2ccccc2N)c2nc3ccccc3nc12	-65	5	-1	-40
18	Cc1nc(-c2ccc(S(=O)(=O)N3CCN(C4c5ccccc5-c5ccccc54)CC3)s2)cs1	10	-6	2	1
19	N/C(=N\c1nc2ccccc2o1)NC(=O)c1ccccc1Br	8	-12	3	1
20	CC(=O)NCCC1CCN(C(=O)C2CCC(=O)N(C3CCCC3)C2)CC1 (configuration not stated)	3	7	0	3

cpd	ATG4B inh	SENP6 block	hIAP activ	MPTP inh
11	-8	-18	0.79	-0.7
12	0	6	1	0.3
13	.	.	.	0.9
14	4	1	0.93	-0.4
15	1	-8	1	-0.5
16	-3	-4	0.94	2.0
17	-13	8	0.96	1.5
18	-9	-16	0.86	1.4
19	10	-6	1.1	0.3
20	12	-9	1.3	-0.2

Continuation:
cpd	Molecule	SENP8 block	PfG6PD inh	GRIN3A LBD mod	SENP1 inh
21	Cc1cc(OC(=O)c2ccc(S(=O)(=O)N(C)C)cc2)cc(=O)o1	11	1	1	1
22	Cc1cc(NC(=O)C(C)SCC(=O)Nc2cc(C(F)(F)F)ccc2N2CCCCC2)no1 (configuration not stated)	4	16	-5	-10
23	O=C(Nc1ccccc1)c1ccc(S(=O)(=O)N2CCCCC2)cc1	7	9	-3	1
24	O=C(NCCCN1CCCC1=O)c1ccc(OCc2ccccc2)cc1	5	-12	0	0
25	COc1ccc(/C=C/c2onc(C)c2S(=O)(=O)N2CCC(C(=O)N3CCC(C)CC3)CC2)cc1	-144	-5	-1	0
26	O=C1OC(c2ccccc2)=CC1=Cc1ccccc1O	-140	6	.	-112
27	O=C(CNC(=O)c1ccccc1F)OCC(=O)c1ccc(Cl)s1	0	-1	1	0
28	Cc1ccc(Oc2ccc(OCC(=O)NC3CCS(=O)(=O)C3)cc2)cc1 (configuration not stated)	14	-6	1	1
29	O=C(Cc1c(F)cccc1Cl)Nc1cc(S(=O)(=O)N2CCCCC2)ccc1N1CCOCC1	25	-5	-2	-1
30	O=[N+]([O-])c1ccc(N/N=C\c2cccn2-c2ccccc2)nc1	24	14	-1	4

cpd	ATG4B inh	SENP6 block	hIAP activ	MPTP inh
21	-10	-9	0.93	-1.0
22	-1	5	0.96	-0.9
23	-1	-23	1.2	-1.1
24	-2	-9	0.99	-0.3
25	32	16	1.1	0.8
26	.	.	.	2.3
27	0	10	1.1	0.8
28	-8	-16	1.2	0.7
29	-1	3	0.95	9.4
30	1	-20	0.82	5.8

Continuation.
cpd	Molecule	SENP8 block	PfG6PD inh	GRIN3A LBD mod	SENP1 inh
31	CC(C)(C)C(=O)NC(=S)Nc1ccccc1F	28	-8	0	-2
32	C=CCNC(=O)c1c(CS(=O)(=O)c2ccccc2)noc1C(=O)NCc1ccccc1	9	2	2	1
33	C/C(CC(=O)Nc1ccc(C)c(Cl)c1)=N\NC(=O)c1ccco1	7	-23	1	-1
34	Cc1cc(N2CCN(c3ccccc3)CC2)n2cc(-c3ccccc3)nc2n1	-277	6	-1	1
35	Cc1cccc(C(=O)Nc2cccc(C(=O)Nc3cc(C)ccn3)c2)c1	23	17	1	-2
36	CC(=O)OC(C(=O)NCc1ccco1)c1cccnc1 (configuration not stated)	2	5	0	-1
37	O=c1oc2ccccc2c2c1ncn2C1CCCCC1	9	-14	0	-1
38	O=C1N(Cc2cccnc2)C[C@@H]2C[C@@H](c3ccc4nonc4c3)N3CCC[C@@]123	8	6	-2	7
39	CCCNC(=O)COC(=O)c1n[nH]c2ccccc12	1	5	0	0
40	CC(=O)Nc1ccc(NC(=O)COC(=O)c2cc([N+](=O)[O-])ccc2N2CCOCC2)cc1	12	7	23*	-3

cpd	ATG4B inh	SENP6 block	hIAP activ	MPTP inh
31	-5	2	0.9	1.3
32	-8	-11	1.1	1.6
33	14	15	1.1	0.4
34	-10	6	0.99	6.4
35	-9	-16	1.2	0.2
36	-5	-8	1.1	1.3
37	-2	1	0.91	-1.4
38	21	-5	0.96	0.5
39	-9	27	1.1	-1.5
40	-1	-8	0.81	-2.1

Next section.
cpd	Molecule	SENP8 block	PfG6PD inh	GRIN3A LBD mod	SENP1 inh
41	COc1ccc(-c2csc(NC(=S)NC(=O)c3cc4ccccc4o3)n2)cc1Br	15	-11	3	1
42	CC1=C(C(=O)N2CCOCC2)C(c2cc(C)cs2)NC(=O)N1 (configuration not stated)	-6	-7	-1	-7
43	CC(C)(C)C1CCC(OCC(O)CN2CCN(c3ccccn3)CC2)CC1 (configuration not stated)	-7	11	-1	0
44	CN(C)c1ccc(N/C(N)=N/c2nc(C(F)(F)F)cc(C(F)(F)F)n2)cc1	12	29	-2	0
45	S=c1[nH]nc(-c2ccco2)n1Cc1ccccc1	-237	41	0	3
46	COc1ccc(CN2C(=O)c3cccnc3C2=O)cc1S(=O)(=O)N1CCCCC1C (configuration not stated)	-1	-15	-2	3
47	CCOC(=O)CNC(=O)N1CCCC(C(=O)c2ccccc2SC)C1 (configuration not stated)	11	-12	-2	1
48	Cc1csc2ncc(C(=O)NCc3ccco3)c(=O)n12	-303	2	0	0
49	CCn1c(SCC(=O)NCc2ccco2)nc2cccnc21	14	-12	1	2
50	CCCCn1c(N)c(N(CC(C)C)C(=O)c2cc(Cl)nc3ccccc23)c(=O)[nH]c1=O	-23	8	1	-11

cpd	ATG4B inh	SENP6 block	hIAP activ	MPTP inh
41	-8	14	1.3	-1.0
42	-3	-10	0.99	12
43	1	16	1.1	16
44	-3	-8	0.88	-0.9
45	-3	12	0.83	-4.9
46	2	-6	1.2	-0.7
47	13	-2	1.2	1.0
48	-5	-4	0.96	-0.7
49	-8	-14	0.95	37
50	7	-3	1	-0.7

(listing goes on)
cpd	Molecule	SENP8 block	PfG6PD inh	GRIN3A LBD mod	SENP1 inh
51	COc1ccc(-c2nnc(NC(=O)Cc3ccccc3)o2)cc1	8	-16	1	1
52	COC(=O)C1CCN(CC(=O)Nc2ccccc2Sc2ccccc2)CC1	7	17	0	2
53	Cc1c(NC(=O)CCC2CCCCC2)c(=O)n(-c2ccccc2)n1C	18	0	0	0
54	OC(COc1ccc(Cl)cc1)CN1CCN(c2ccccc2)CC1 (configuration not stated)	10	4	-1	4
55	O=C(O)c1ccc(S(=O)(=O)c2ccc([N+](=O)[O-])cc2[N+](=O)[O-])cc1	35	26	0	0
56	COc1ccccc1NC(=O)c1cc2c(=O)n(C)c3ccccc3c2n1C	-40	51	2	-3

cpd	ATG4B inh	SENP6 block	hIAP activ	MPTP inh
51	0	-9	1.1	-0.9
52	1	5	0.98	9.9
53	-8	6	0.88	-0.2
54	2	-4	1.1	0.5
55	-1	14	0.89	-0.9
56	-9	-15	1	0.5
